HTRA1 inh: inhibitors of human serine peptidase HTRA1; Q92743; recombinant HTRA1, FP-rhodamine activity-based probe, fluorescence polarization; inhibition, % at 5.96 µM; 340,000 compounds, 0.5% hits; in the data active means inhibition above about 36%;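 further: 0% = enzyme with DMSO and 100% = wells lacking enzyme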
Target sequence (Q92743 whole entry, looked up): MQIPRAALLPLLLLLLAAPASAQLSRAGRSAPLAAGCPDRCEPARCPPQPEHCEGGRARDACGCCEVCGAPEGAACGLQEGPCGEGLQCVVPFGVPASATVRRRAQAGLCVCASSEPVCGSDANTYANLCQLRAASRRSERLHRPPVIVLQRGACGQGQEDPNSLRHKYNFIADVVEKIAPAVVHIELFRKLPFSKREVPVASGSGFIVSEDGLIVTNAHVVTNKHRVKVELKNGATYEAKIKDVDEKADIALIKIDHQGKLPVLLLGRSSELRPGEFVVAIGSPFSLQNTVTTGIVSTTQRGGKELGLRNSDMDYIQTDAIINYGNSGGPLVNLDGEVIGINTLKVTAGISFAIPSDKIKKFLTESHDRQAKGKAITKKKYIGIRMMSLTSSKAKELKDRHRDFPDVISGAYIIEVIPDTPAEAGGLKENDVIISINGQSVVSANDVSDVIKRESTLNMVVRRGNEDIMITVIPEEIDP
NPR2 activator: GC-B (human) receptor activation | HEK293-GC-B cells, CNP EC30, cGMP TR-FRET; 0% at EC30 CNP, 100% saturating CNP | 370,000 compounds, 0.11% hits | activation, % at 10 µM | P20594 | AID 1920062;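 active means activation at 10 µM reaching about 35% in either raw or pattern-adjusted values, limit read from the data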
ARFGAP1 inh: inhibitors of rat ARFGAP1 | 360,000 compounds, 0.26% hits | Arfgap1-stimulated ARF1 GTP hydrolysis, GDP FP detection | inhibition, % at 16.5 µM | Q62848;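 active means inhibition above a per-plate limit, mean inhibition of low control wells plus 3 SD, cut at about 25% in these data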;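 further: 0% = DMSO wells with enzyme and 100% = wells lacking Arfgap1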
Target sequence (Q62848 1-136 limits assumed): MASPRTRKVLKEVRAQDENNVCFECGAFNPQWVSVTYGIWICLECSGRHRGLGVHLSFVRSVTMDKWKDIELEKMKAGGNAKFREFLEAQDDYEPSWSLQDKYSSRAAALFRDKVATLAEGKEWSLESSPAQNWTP
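System: truncated rat Arfgap1 GAP domain / Benchmarks: high control wells lacking Arfgap1, low control full reaction with DMSO / Times: compound-enzyme preincubation 20 min, reaction 120 min, detection 60 min, 25 °C / Repeats: one replicate per compound / Also added: human ARF1(Δ1-17)-GTP substrate / Measured by: Tracer-displacement fluorescence polarization with EDTA stop, 620/688 nm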
NR1D1 modulator: modulators of human Rev-erb alpha DNA binding; P20393; Rev-erbα–FITC-DNA binding, fluorescence polarization, 90 min; activity, % at 10 µM; 370,000 compounds, 0.79% hits; AID 1259318;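 active means activity above about 14%, limit read from the data; passing the limit was not always enough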;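 further: 0% = DMSO wells with 35 nM protein and 100% = DMSO wells with 750 nM protein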
SMARCA2 act: SMARCA2 function activation, primary screen. MG213 cells, MMTV-luciferase reporter, dexamethasone, overnight. activation, % at 9.1 µM. 370,000 compounds, 1% hits. AID 652017; in the data active means activation above about 7.8%;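 further: 0% = vehicle wells and 100% = reference activator wells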
NPR1 activator: GC-A (human) enzyme activation | P16066 | HEK293 GC-A cells, cGMP TR-FRET, EC30 ANP; 0% at EC30 ANP, 100% saturating ANP | activation, % at 10 µM | 370,000 compounds, 0.14% hits | AID 1671463; in the data active means activation above about 40%
ASAP1 GAP inh: blocks human ASAP1-stimulated Arf1 GTP hydrolysis; GDP FP detection; inhibition, % at 16.5 µM; 360,000 compounds, 0.19% hits; Q9ULH1; in the data active means inhibition above about 25%;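 further: 0% = vehicle with enzyme and substrate and 100% = no enzyme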
Target sequence (Q9ULH1 325-724 limits assumed): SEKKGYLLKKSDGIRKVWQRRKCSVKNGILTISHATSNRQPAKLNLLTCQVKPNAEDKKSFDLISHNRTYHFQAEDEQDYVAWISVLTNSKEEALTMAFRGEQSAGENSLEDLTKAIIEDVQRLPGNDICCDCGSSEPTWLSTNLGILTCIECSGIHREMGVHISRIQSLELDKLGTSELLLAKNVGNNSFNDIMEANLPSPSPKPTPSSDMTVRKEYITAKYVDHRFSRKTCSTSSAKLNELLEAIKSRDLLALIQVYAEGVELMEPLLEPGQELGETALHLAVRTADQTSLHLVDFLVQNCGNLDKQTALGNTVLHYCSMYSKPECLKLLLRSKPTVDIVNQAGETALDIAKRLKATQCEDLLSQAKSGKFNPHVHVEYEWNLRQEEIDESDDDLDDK
rCAG RNA binder: molecules binding r(CAG) RNA repeats | r(CAG) RNA repeat, TO-PRO-1 dye displacement fluorescence | inhibition, % at 3 µM | 370,000 compounds, 1.3% hits;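 active means inhibition above the plate cutoff, the mean of all test compounds on that plate plus 3 SD, cut at about 35% in these data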;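 further: 0% = DMSO alone and 100% = 100 µM mitoxantrone as full dye displacement; higher means more dye released from RNA so lower well fluorescence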
mABHD4 FP: inhibits mouse alpha/beta hydrolase domain 4; 370,000 compounds, 0.54% hits; purified mABHD4, FP-Rh probe fluorescence polarization; inhibition, % at 8.92 µM; Q8VD66;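 active means inhibition exceeding the mean over every tested compound plus 3 SD, cut at about 30% in these data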;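 further: 0% = plate median of compound wells and 100% = S159A mutant with DMSO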
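Assay system: mouse ABHD4 enzyme, wild type / Also added: fluorescent activity-based probe FP-Rh / Doses: single nominal dose of 8.92 µM, 0.89% DMSO final / Timing: 45 min compound pre-incubation plus 60 min probe step, 25 °C / Signal: FP readout, ex 525 nm / em 598 nm / Control set: S159A mutant/DMSO as 100%, compound-well median as 0%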
PG9 Ab binder: small molecules binding HIV-1 gp120 antibody PG9; AID 624416; inhibition, % at 6.7 µM; 360,000 compounds, 0.43% hits; TR-FRET gp120-PG9 antibody binding; in the data active means inhibition above about 8.5%
The depositor's hits bear a star; / = not tested or not shown.

SMILES	HTRA1 inh	NPR2 activator	ARFGAP1 inh	NR1D1 modulator	SMARCA2 act	NPR1 activator	ASAP1 GAP inh	rCAG RNA binder	mABHD4 FP	PG9 Ab binder
N=c1c(S(=O)(=O)c2ccccc2)cc2c(=O)n3ccccc3nc2n1C1CCCC1	-7	4	-13	2	-2	1	6	0	0	-1.6
O=C(CN(Cc1cccs1)C(=O)CN1C(=O)COc2ccccc21)NCc1ccco1	4	-1	-1	0	-1	-1	0	-2	7	-2.9
O=C(COC(=O)C1CCN(c2ccc(C(F)(F)F)cn2)CC1)NCc1ccc(Cl)cc1Cl	-11	-13	-5	-2	-2	-7	-10	-2	-11	-0.1
CCc1[nH]c(C(=O)O)c(C)c1C(=O)OC	4	-3	-5	0	-1	1	-16	0	9	0.2
O=C(COc1ccc2c(C(F)(F)F)cc(=O)oc2c1)Nc1ccc(N2CCOCC2)cc1	6	-6	15	4	0	-3	3	-3	1	-2.2
CC(=O)Nc1ccc(NC(=O)C(C)OC(=O)CCC2CCCCC2)cc1 (configuration not stated)	-3	-9	2	0	0	-4	-8	-3	-12	2.5
N#CC1(NC(=O)COC(=O)c2cc([N+](=O)[O-])ccc2N2CCOCC2)CCCCC1	7	0	9	1	0	1	3	1	6	-0.1
O=C(OCc1cn([C@@H]2C[C@H](c3ccc(Cl)cc3)N(C(=O)C3CCCCC3)C[C@H]2O)nn1)c1ccccc1	-55	-10	-11	11	5	-10	-2	3	-1	-0.8
COC(=O)c1sccc1NC(=O)c1ccc(OC)c(OC)c1	-4	-7	7	15	-2	2	13	1	-2	-5.1
Nc1nc2ccccc2cc1-c1cccs1	-6	-4	5	-1	4	2	0	3	-6	0.9
Cc1ccc(CN2CCN(/N=C/c3ccc(Cl)c([N+](=O)[O-])c3)CC2)cc1	0	4	3	-4	-4	7	-13	-2	3	-1.0
Cc1ccc2c(c1)C(c1ccccc1)N(C(=O)c1c(F)cccc1Cl)CC(=O)N2 (configuration not stated)	-10	-4	8	-1	-3	-16	-3	-4	2	0.2
COc1cc(C)nn1-c1ccc(Cl)cc1	1	1	-8	-8	-1	4	6	1	1	-2.3
Cc1ccccc1Nc1c([N+](=O)[O-])ccc2nonc12	1	2	-2	5	5	-2	-1	-1	-2	-0.9
CC(C)(C)C(=O)Nc1cccc(-c2ncon2)c1	-2	0	-5	-2	-1	1	3	-4	-1	-1.8
COc1ccc2c(c1)CCc1cnoc1-2	0	-2	17	5	-2	2	-12	5	3	-3.4
CCn1nc(C(=O)Nc2ccccc2N2CCCC2)c2ccccc2c1=O	-8	1	-11	2	0	-3	0	0	-2	-1.5
CCOc1ccc(S(=O)(=O)N(CC(=O)NCc2ccncc2)c2ccc(C)cc2)cc1	-1	-2	-4	2	0	-1	6	3	3	3.4
N/C(=N\OC(=O)COc1ccc2ccccc2c1)c1cccnc1	-20	1	-10	7	-1	-3	-13	-3	-11	-1.1
O=C(Cc1ccc(NC(=O)C2CCCN(C(=O)C3CC3)C2)cc1)Nc1cccc(C(=O)N2CCCC2)c1 (configuration not stated)	2	-4	-2	-1	2	-5	6	1	1	-2.3
COc1ccc(OCC(=O)O/N=C(\N)Cc2ccc(Cl)cc2Cl)cc1	-30	0	21	-2	1	-3	-4	-4	-9	-0.6
Cc1ccn2cc(C(=O)Nc3ccccc3N3CCOCC3)nc2c1	-5	-7	16	-5	2	-8	9	-6	8	-1.1
CSc1nnc(-c2nnc(SC)n2-c2ccccc2)n1-c1ccccc1	7	-22	-12	7	1	-27	1	0	2	-1.4
CC(=O)Nc1cc(S(=O)(=O)C(F)(F)F)ccc1Cl	5	2	-1	-1	2	-1	-10	0	-2	0.9
CC1CN(C(=O)COC(=O)c2cccc(NS(=O)(=O)c3ccccc3)c2)CC(C)O1 (configuration not stated)	-4	-4	-5	1	-3	0	0	2	-2	-1.1

The list goes on:
SMILES	HTRA1 inh	NPR2 activator	ARFGAP1 inh	NR1D1 modulator	SMARCA2 act	NPR1 activator	ASAP1 GAP inh	rCAG RNA binder	mABHD4 FP	PG9 Ab binder
C=C(C)Cn1c(N2CCC(Cc3ccccc3)CC2)nc2c1c(=O)[nH]c(=O)n2C	3	3	-4	0	-3	-6	3	-6	-2	-0.2
C1=C(c2ccco2)N2CCN=C2S1	-9	4	1	-1	0	-1	15	-2	-2	-2.2
O=C(Nc1ccc(S(=O)(=O)NC2=NCCCCC2)cc1)c1ccc(=O)[nH]c1	0	3	8	-3	0	3	-5	0	0	-2.9
COC(=O)c1cccc(N2CCCC2=O)c1	0	2	-2	-1	0	-1	3	-2	-5	-0.6
COc1ccc(CNc2nc3nc(C)cc(C)n3n2)cc1OC	9	2	7	-5	1	-2	-5	-1	-3	-0.7
COc1ccc(Cc2cc(NCc3ccccc3)c3ncn(C(C)C)c3c2)cc1	16	9	13	-1	-1	4	10	-3	26	-0.2
CCc1ccc2c(c1)cc(CN(C(=S)Nc1ccccc1Cl)C1CC1)c1nnnn12	2	-3	6	19*	0	1	1	0	1	6.5
COc1ccc(OC)c(C2C3=C(N=c4s/c(=C\c5cccc(O)c5)c(=O)n42)c2ccccc2CC3)c1 (configuration not stated)	-90	-4	10	-1	-4	-5	8	15	-19	1.4
COCOc1cccc(CN2CCC2(C)C(=O)Nc2ccc3c(c2)OCO3)c1 (configuration not stated)	/	-1	4	11	0	-4	-7	2	-4	-0.5
Cc1snc(S(=O)(=O)Cc2ccccc2Cl)c1C#N	4	-1	1	0	-2	4	-5	0	0	0.6
COc1cccc(OC)c1C(=O)NC(=S)N1CCOCC1	-3	-1	6	5	1	1	9	1	6	0.3
Cc1cc(NC(=O)C2CCN(S(=O)(=O)c3c(C)noc3C)CC2)ccc1Br	-2	-1	-6	-2	1	1	3	3	-2	-0.9
COc1ccc(/C=N\Nc2ccc([N+](=O)[O-])cc2[N+](=O)[O-])c(C(=O)O)c1OC	2	0	4	9	0	5	5	4	2	-0.8
COc1ccc(C(=O)Cn2c(=N)n(C)c3ccccc32)cc1	9	-2	-2	1	5	-1	-1	8	-3	-2.5
CC(C)(C)C1CCC(=NNc2ncc(C(F)(F)F)cc2Cl)CC1 (configuration not stated)	2	2	0	-3	-2	3	7	0	3	-0.5
CC(C)(C)OC(=O)C[C@H]1C/C=C\C[C@@H](CC(=O)N[C@@H](CO)Cc2ccccc2)C(=O)N2CCC[C@@H]2COC1=O	-1	3	4	6	0	-2	-7	-12	3	-0.7
CCCN(CC(=O)Nc1ccccc1OC)C(=O)CSc1nc(C)cc(C)n1	2	-2	-18	7	-2	0	11	-6	6	1.7
COc1ccc(Nc2cc(NCCCO)c([N+](=O)[O-])c3nonc23)cc1	0	8	10	1	-4	6	10	4	3	-3.1
CCOC(=O)N1CCN(c2ccc([N+](=O)[O-])cc2F)CC1C (configuration not stated)	-3	2	-1	-4	-4	2	-16	-7	-1	0.5
Nc1ncnc(Nc2cccc(C(F)(F)F)c2)n1	-5	-2	-3	6	-1	-2	10	2	-5	-1.6
COc1ccc2c(CC(=O)OCC(=O)Nc3cccc(S(N)(=O)=O)c3)coc2c1	7	-5	9	1	-3	-7	11	7	1	-0.9
O=C1C(c2c(O)[nH]c3ccccc23)=Nc2ccccc21	20	-2	1	-7	7	-6	-3	2	5	-3.5
O=C(c1ccccc1)C1CCN(C(=O)C2CCC(=O)N(Cc3cccc(F)c3)C2)CC1 (configuration not stated)	6	-5	3	-1	-1	2	5	-7	-4	-1.1
CC(C)(C)C(=O)/C(=C/c1ccncc1)n1cncn1	3	0	-2	-4	-10	2	-11	-5	-2	-2.8
CC(C)n1cc(C(=O)c2cc(Br)ccc2O)cc(C#N)c1=O	0	1	-1	-6	-1	-4	-13	5	0	-1.0

The closing two compounds of the section before lead into the next.
SMILES	HTRA1 inh	NPR2 activator	ARFGAP1 inh	NR1D1 modulator	SMARCA2 act	NPR1 activator	ASAP1 GAP inh	rCAG RNA binder	mABHD4 FP	PG9 Ab binder
CC(C)(C)C(=O)/C(=C/c1ccncc1)n1cncn1	3	0	-2	-4	-10	2	-11	-5	-2	-2.8
CC(C)n1cc(C(=O)c2cc(Br)ccc2O)cc(C#N)c1=O	0	1	-1	-6	-1	-4	-13	5	0	-1.0
CCc1ccccc1NC(=O)Cn1nnc(-c2cccs2)n1	6	4	5	-2	-2	-1	6	-2	-5	0.6
COc1ccc(C(=O)NNC(=O)C(=O)Nc2ccc(C)c(Cl)c2)cc1	-4	-4	5	-3	-2	3	-1	7	-3	-0.5
c1ccc(COc2ncnc3c2ncn3CCCNC2CCN(Cc3ccccc3)CC2)cc1	8	-5	1	3	-6	-6	7	3	-6	-1.5
Cc1ccc(CNC(=O)C2CCN(C(=O)Nc3ccc(C)cc3)CC2)cc1	-2	-7	11	2	0	2	1	5	-1	1.8
CC(C)CCN1CC(C(=O)NCc2ccc(F)cc2)CC1=O (configuration not stated)	-8	2	13	-4	2	5	-10	-4	1	0.9
COCCOCCOCCC(=O)NC1CC2CCC1(C)C2(C)C (configuration not stated)	6	0	2	0	1	4	4	-2	2	-0.1
Cc1c(C(=O)N2CCCC2)c(S(=O)(=O)N2CCN(c3ccccc3F)CC2)c(C)n1C	1	7	4	4	-3	0	-12	-5	-7	0.2
COc1cc(C(C(=O)NC2CCCC2)N(C(=O)c2snc(C(N)=O)c2N)C2CCCC2)cc(OC)c1OC (configuration not stated)	-4	-14	8	0	-4	-12	-2	-1	1	-0.2
O=C(C1CCN(S(=O)(=O)c2cccc3nsnc23)CC1)N1CCc2ccccc21	0	-6	-8	-3	-2	-5	-3	4	1	-1.4
O=C(O)C1CC=CCC1C(=O)Nc1ccc(N2CCN(Cc3ccccc3)CC2)cc1 (configuration not stated)	8	-2	4	-3	-3	4	-6	3	10	-0.5
CC(C(=O)Nc1ccc(F)c(F)c1F)N(C)Cc1cccs1 (configuration not stated)	1	2	11	-5	-1	3	4	-6	4	-0.6
CC(=O)N1CCN(C(=O)COC(=O)/C=C/c2ccccc2[N+](=O)[O-])CC1	0	-2	0	-9	4	3	4	1	-1	1.4
O=C(CNc1ccccc1)Nc1ccc(F)cc1	2	0	9	0	3	0	-4	7	-9	-1.0
c1ccc2c(c1)NC(CN1CCOCC1)CO2 (configuration not stated)	5	6	-2	-3	0	2	-14	-1	-3	-2.3
COc1ccc(NC(=O)c2c(C)cc(=O)oc2C)c(OC)c1	1	1	0	6	1	-2	-14	1	-5	0.3

Not a retest: 2 of the compounds above.
SMILES	HTRA1 inh	NPR2 activator	ARFGAP1 inh	NR1D1 modulator	SMARCA2 act	NPR1 activator	ASAP1 GAP inh	rCAG RNA binder	mABHD4 FP	PG9 Ab binder
c1ccc(COc2ncnc3c2ncn3CCCNC2CCN(Cc3ccccc3)CC2)cc1	8	-5	1	3	-6	-6	7	3	-6	-1.5
Cc1ccc(CNC(=O)C2CCN(C(=O)Nc3ccc(C)cc3)CC2)cc1	-2	-7	11	2	0	2	1	5	-1	1.8

Sorted by value in NR1D1 modulator (lowest first): five from the list above
SMILES,NR1D1 modulator
COc1cc(C)nn1-c1ccc(Cl)cc1,-8
O=C(Nc1ccc(S(=O)(=O)NC2=NCCCCC2)cc1)c1ccc(=O)[nH]c1,-3
COc1ccc(Cc2cc(NCc3ccccc3)c3ncn(C(C)C)c3c2)cc1,-1
O=C(OCc1cn([C@@H]2C[C@H](c3ccc(Cl)cc3)N(C(=O)C3CCCCC3)C[C@H]2O)nn1)c1ccccc1,11
COC(=O)c1sccc1NC(=O)c1ccc(OC)c(OC)c1,15
